# All columns: NCI-60 one-dose screen, growth in % after 48 h at 10 µM unless noted; 100 = growth as untreated, 0 = no growth, -100 = all killed.
# BT-549 – BT-549 breast cancer; AID 1794793; actives 4.4% (n = 78,000)
# T-47D – T-47D breast cancer. AID 1794792. actives 5% (n = 79,000)
# MCF7 – MCF7 breast cancer; actives 6.3% (n = 82,000)
# MDA-MB-468 – MDA-MB-468 breast cancer; AID 2202374; actives 8.5% (n = 78,000)
# HS 578T – HS 578T breast cancer. actives 4.1% (n = 78,000)
# MDA-MB-231 – MDA-MB-231 breast cancer | actives 5% (n = 81,000) | AID 1794789
# K-562 – K-562 leukemia | actives 7.4% (n = 78,000) | AID 1794777
# LOX IMVI – LOX IMVI melanoma; actives 7.4% (n = 79,000); AID 1794757
# * marks the source's active call; other numbers are inactive results; · = no result given; & = joins results of further samples. The calls were made as follows: active = growth percent below 10; inactive = the rest.
1	CCCCN(CCNc1ccc(C)c2sc3ccccc3c(=O)c12)CC(C)O (stereo not drawn)
2	[N-]=[N+]=NC(c1ccccc1)c1ccc(-c2ccccc2)cc1 (stereo not drawn)
3	Cc1sc(=S)n(CC(=O)O)c1C
4	O=C(NCCNC(=O)c1ccc(Cl)cc1Cl)c1ccc(Cl)cc1Cl
5	Nc1ccc(F)cc1
6	CCN(CC)CCCNc1nc2ccccc2s1

assay / entry,1,2,3,4,5,6
MDA-MB-468,98.5,98.5,102.0,103.5,115.3,115.1
T-47D,72.4,86.8,80.4,99.3,96.0,108.0
BT-549,97.4,99.8,103.2,111.3,106.2,99.0
LOX IMVI,87.1,96.0,97.0,94.9,96.7,102.4
K-562,51.2,106.6,94.2,107.5,101.8,101.5
MDA-MB-231,·,96.6,110.0,91.8,103.4,98.8
MCF7,90.1,89.6,97.4,102.3,98.1,·
HS 578T,84.4,95.9,100.5,107.4,109.9,·

7	CC/C(=C(/c1ccc(Cl)cc1)c1ccc(OCCCN(C)C)cc1)c1ccccc1
8	COc1cc(C)cc(C(O)Cc2cccc(-c3ccc(N(C)C)cc3C)n2)c1 (stereo not drawn)
9	CC(C)(CCl)c1ccc(C(C)(C)CCl)cc1
10	COC(=O)C(Cc1ccccc1)NS(=O)(=O)/N=C1\NC(=O)NC1=C(Cl)Cl (stereo not drawn)
11	O=CNc1ccc2ccccc2c1
12	COC(=O)C1CCCC2(C1)OCCO2 (stereo not drawn)

assay / entry,7,8,9,10,11,12
MDA-MB-468,110.5,89.6,94.1,16.3,106.1,119.8
T-47D,80.1,72.0,·,68.4,92.7,87.4
BT-549,110.7,112.2,66.5,95.6,84.5,103.2
LOX IMVI,106.5,97.1,96.8,·,98.6,96.0
K-562,40.2,85.7,103.5,91.8,114.6,107.9
MDA-MB-231,93.4,79.0,·,100.6,107.5,112.8
MCF7,61.2,94.0,97.5,29.1,91.5,93.9
HS 578T,85.6,95.4,91.3,100.1,119.7,105.5

13	COc1ccc(-n2nc(C(=O)Nc3ccc(C(F)(F)F)cc3)nc2-c2cc(OC)c(OC)c(OC)c2)cc1
14	COc1ccc2oc3c(C)c4c(c(C)c3c2c1)C(=O)N(Cc1ccccc1)C4=O
15	CC1(C)CC(=O)C2=C(C1)N(c1ccc(F)cc1F)C(N)=C(C#N)C2c1ccc(Cl)c([N+](=O)[O-])c1 (stereo not drawn)
16	O=C(OCC(O)C(O)C(O)COC(=O)c1ccccc1)c1ccccc1 (stereo not drawn)
17	CCC(=O)c1ccco1
18	O=C1C(c2ccccc2)=C(c2c[nH]c3ccccc23)C(=O)N1O

assay / entry,13,14,15,16,17,18
MDA-MB-468,88.5,100.5,91.7,120.6,87.9,107.0
T-47D,73.2,95.0,109.0,96.5,84.2,100.4
BT-549,·,96.1,105.2,109.3,99.9,94.3
LOX IMVI,84.5,94.0,97.4,102.3,92.3,66.3
K-562,64.2,92.3,99.2,105.0,100.1,99.0
MDA-MB-231,81.7,90.3,108.9,84.8,102.7,96.5
MCF7,79.5,95.5,98.7,94.9,94.4,103.6
HS 578T,87.2,85.5,101.5,109.1,101.4,99.2

# Shown as tab-separated lines: entries from further up
No.	smiles	MDA-MB-468	T-47D	BT-549	LOX IMVI	K-562	MDA-MB-231	MCF7	HS 578T
13	COc1ccc(-n2nc(C(=O)Nc3ccc(C(F)(F)F)cc3)nc2-c2cc(OC)c(OC)c(OC)c2)cc1	88.5	73.2	·	84.5	64.2	81.7	79.5	87.2
14	COc1ccc2oc3c(C)c4c(c(C)c3c2c1)C(=O)N(Cc1ccccc1)C4=O	100.5	95.0	96.1	94.0	92.3	90.3	95.5	85.5
15	CC1(C)CC(=O)C2=C(C1)N(c1ccc(F)cc1F)C(N)=C(C#N)C2c1ccc(Cl)c([N+](=O)[O-])c1 (stereo not drawn)	91.7	109.0	105.2	97.4	99.2	108.9	98.7	101.5
16	O=C(OCC(O)C(O)C(O)COC(=O)c1ccccc1)c1ccccc1 (stereo not drawn)	120.6	96.5	109.3	102.3	105.0	84.8	94.9	109.1

# Next structures
19	COC(=O)C1(C)COP(=O)(NC23CC4CC(CC(C4)C2)C3)OC1 (stereo not drawn)
20	O=c1c2ccccc2[nH]c2cc3c(=O)n4ccccc4nc3cc12
21	CN(C)CCCC1(c2ccc(F)cc2)OCc2cc(-c3ccc4cc[nH]c4c3)ccc21 (stereo not drawn)
22	Cc1cc(N=NC(N)=O)c2ccccc2c1O
23	O=C1Nc2c(c(=O)n(-c3ccccc3)c3ccccc23)C(c2ccc(Cl)cc2)N1 (stereo not drawn)
24	CC(C)(C)C(=O)CC(=O)c1cccnc1

assay / entry,19,20,21,22,23,24
MDA-MB-468,109.7,90.6,-27.1*,78.1,119.2,109.3
T-47D,111.2,·,75.8,80.9,91.5,110.8
BT-549,99.7,86.4,87.7,103.6,·,100.4
LOX IMVI,98.2,106.9,-83.4*,86.7,36.4,96.5
K-562,105.6,103.3,-20.1*,84.2,93.7,94.1
MDA-MB-231,118.6,·,16.0,83.3,89.1,110.0
MCF7,102.2,94.9,-4.2*,72.7,91.1,100.3
HS 578T,102.3,98.4,54.6,·,70.2,93.1

25	Nc1ncnc2[nH]ncc12
26	O=C(/C(Cl)=N/O)c1ccc(O)c(O)c1
27	O=C(Cn1cc(COc2ncnc3c2cnn3-c2ccccc2)nn1)Nc1ccccc1F
28	C=C(C)[C@@H]1CC[C@]2(COC(=O)CCC(=O)NN)CC[C@]3(C)[C@H](CC[C@@H]4[C@@]5(C)CC[C@H](OC(C)=O)C(C)(C)[C@@H]5CC[C@]43C)[C@@H]12
29	COc1cc(C2CC(=O)Nc3c2c(C)nn3-c2nc3ccccc3n2C)cc(OC)c1O (stereo not drawn)
30	COc1cc(-c2noc(C(Cc3ccccc3)NC(=O)OCc3ccccc3)n2)cc(OC)c1OC (stereo not drawn)

assay / entry,25,26,27,28,29,30
MDA-MB-468,-20.3*,106.4,87.3,127.8,115.5,·
T-47D,6.0*,84.5,100.0,89.0,90.3,66.4
BT-549,-32.8*,102.7,89.7,108.2,104.3,95.9
LOX IMVI,1.4*,96.5,98.5,95.5,108.0,83.4
K-562,13.0,106.3,116.6,96.1,·,70.0
MDA-MB-231,5.3*,104.1,93.4,105.5,109.0,71.6
MCF7,7.5*,93.6,91.2,98.0,97.3,77.2
HS 578T,37.3,113.4,84.1,100.1,106.6,74.3

31	CCCCn1c(=O)c(/C=C/c2cc(/C=C/c3cc4ccc(Cl)cc4n(CCCC)c3=O)n(-c3ccccc3)n2)cc2ccc(Cl)cc21
32	CN(C)CCOc1ccc(NC(=O)c2cncc(C#Cc3cnc4cccnn34)c2)cc1C(F)(F)F
33	CC(=O)CCN1CCOCC1
34	Nc1c(Br)cc(Br)c(C(=O)O)c1Br
35	C=C(C)[C@@H]1CC[C@]2(CO)CC[C@]3(C)[C@H](CC[C@@H]4[C@@]5(C)CCCNC(C)(C)[C@@H]5CC[C@]43C)[C@@H]12
36	CCOC(=O)C1CCCN1C(=O)C1(NC(C)=O)CCCC1 (stereo not drawn)

assay / entry,31,32,33,34,35,36
MDA-MB-468,113.9,110.2,113.1,107.7,11.7,98.9
T-47D,97.5,108.0,113.1,100.8,36.5,100.4
BT-549,109.5,110.6,105.4,97.0,77.1,95.5
LOX IMVI,94.6,110.2,91.0,101.0,-57.7*,103.6
K-562,84.1,39.8,105.9,113.2,-26.6*,110.3
MDA-MB-231,100.1,111.2,106.6,96.2,46.8,121.4
MCF7,94.4,101.3,106.7,101.9,-12.6*,99.3
HS 578T,·,109.6,90.1,129.6,46.8,·

37	N#CC(C(=O)Nc1cccc(C(F)(F)F)c1)C(=S)Nc1ccccc1Cl (stereo not drawn)
38	COc1c(F)ccc(C(=O)Nc2ccc3nc(NC(=O)C4CCCN(S(=O)(=O)c5ccc(Cl)cc5)C4)sc3c2)c1F (stereo not drawn)
39	COCC(=O)CCN1CCCCC1
40	Nc1c2c(nc3ccc(Cl)cc13)CC(c1ccc(F)cc1)CC2=O (stereo not drawn)
41	Cc1nn(-c2cc(=O)[nH]c3cccc(C)c23)c(N)c1C#N
42	O=C(C[n+]1cccc(Br)c1)c1ccc2c(c1)CCCC2

assay / entry,37,38,39,40,41,42
MDA-MB-468,98.5,80.2,105.4,101.9,139.7,94.0
T-47D,91.6,52.6,100.5,105.2,95.8,91.6
BT-549,97.7,62.4,96.0,108.4,113.5,·
LOX IMVI,104.7,76.0,99.8,·,99.1,97.1
K-562,110.4,59.2,106.4,93.8,101.1,100.2
MDA-MB-231,106.9,81.1,103.5,98.3,82.6,99.4
MCF7,98.4,·,107.9,94.4,97.1,90.4
HS 578T,96.1,60.2,110.1,120.3,96.5,104.7

43	COc1cccc(N2CCN(CC(=O)N3CCN(c4nnc(-c5ccc(Cl)cc5)c(-c5ccc(Cl)cc5)n4)CC3)CC2)c1
44	COc1ccc(-c2nc(NCCO)[nH]c(=O)c2C#N)cc1
45	COc1cnc2c(c1)C(=O)c1c-2n(CCCNC2=NCCS2)c(=O)c2cc([N+](=O)[O-])ccc12
46	C=CCc1cc(Nc2c3ccc(Cl)cc3nc3ccc(OC)cc23)cc(CN(CC)CC)c1O
47	C[C@@H]1O[C@@H](OC[C@H]2OC(Oc3c(-c4ccc(O)c(O)c4)oc4cc(O)cc(O)c4c3=O)[C@H](O)[C@@H](O)[C@@H]2O)[C@H](O)[C@H](O)[C@H]1O (stereo partly drawn)
48	COc1ccc(OC)c(/C=C2/C=C(c3ccccc3)N(CCc3ccc(S(N)(=O)=O)cc3)C2=O)c1

assay / entry,43,44,45,46,47,48
MDA-MB-468,76.5,112.2,-39.0*,-19.1*,115.8,103.2
T-47D,27.2,82.8,14.4,0.2*,113.3,73.3
BT-549,88.4,102.8,35.0,10.9,92.9,80.0
LOX IMVI,65.0,102.7,-91.3*,-32.9*,94.1,96.0
K-562,32.6,97.1,-14.9*,3.4*,106.2,92.1
MDA-MB-231,83.1,·,-58.4*,0.7*,105.6,99.4
MCF7,41.2,91.9,-51.3*,3.4*,103.1,93.6
HS 578T,58.4,105.8,69.9,·,105.1,94.4

49	Nc1nc2c(nc(N3CCSCC3)n2[C@@H]2O[C@H](CO)[C@@H](O)[C@H]2O)c(=O)[nH]1
50	Cc1ccc(S(=O)(=O)Nc2ccc(C(=O)CC3(O)C(=O)Nc4ccc(F)cc43)cc2)cc1 (stereo not drawn)
51	O=C(CCCCCCN1CC(=O)N2[C@@H](c3ccc([N+](=O)[O-])cc3)c3[nH]c4ccccc4c3C[C@H]2C1=O)NO
52	Cc1ccc(Cc2c[nH]c(=S)[nH]c2=O)cc1
53	C[C@@H]1O[C@H](/C=C\c2ccccc2)[C@@H](O)[C@H]1O
54	O=[N+]([O-])c1ccc(/C=N\NC(=S)Nc2ccc(F)cc2)cc1

assay / entry,49,50,51,52,53,54
MDA-MB-468,100.2,98.3,93.1,100.9,101.2,101.3&104.2
T-47D,·,77.9,84.0,86.8,95.7,88.4&94.5
BT-549,100.5,93.3,102.1,76.8,94.4,97.9
LOX IMVI,96.8,95.2,90.4,92.6,96.2,88.9
K-562,119.9,90.2,82.0,85.9,103.6,103.7
MDA-MB-231,108.5,94.8,103.6,110.2,104.4,77.6&77.5
MCF7,97.3,90.2,96.8,91.9,97.9,97.8&89.0
HS 578T,109.0,94.3,79.5,98.4,115.9,93.4

55	O=[N+]([O-])c1cc2ccccc2nc1-c1ccccc1
56	Cc1ccnc(Nc2ccc([N+](=O)[O-])c(NCCN3CCOCC3)n2)c1
57	CCC1(CC)NC(=O)c2c(c3ccc(Cl)c(Cl)c3n2C)C1C#N (stereo not drawn)
58	NS(=O)(=O)c1ccc(-n2ncc(NC(=O)Nc3ccc(Cl)cc3)c2-c2ccccc2)cc1
59	COc1ccc(OCC(=O)Nc2ccc(-c3nc4ccccc4s3)cc2OC)cc1
60	Nc1nn2c(-c3cc4cc(Br)ccc4oc3=O)ccnc2c1N=Nc1ccc(S(N)(=O)=O)cc1

assay / entry,55,56,57,58,59,60
MDA-MB-468,124.2,26.3,106.3,120.4,57.7,64.7
T-47D,97.2,83.9,78.5,91.6,54.6,77.0
BT-549,110.0,18.6,90.6,95.2,91.3,128.1
LOX IMVI,98.1,22.8,99.7,96.4,87.5,63.8
K-562,94.1,6.8*,91.4,88.2,89.0,53.9
MDA-MB-231,100.8,42.4,71.2,111.5,74.0,-8.6*
MCF7,110.3,21.0,97.9,101.2,59.9,71.4
HS 578T,106.0,38.3,97.1,104.4,75.1,101.5

61	CCOC(=O)C1=C(NC)OCC1=O
62	O=c1[nH]c(N2CCOCC2)nc2cc(NCc3ccccc3)ccc12
63	C=C(C)[C@@H]1CC[C@]2(C(=O)N3CCN(CC)CC3)CC[C@]3(C)[C@H](CC[C@@H]4[C@@](C)(CCC(=O)N5CCN(CC)CC5)[C@H](C(=C)C)CC[C@]43C)[C@@H]12
64	Nc1c(C(=O)c2ccc(Cl)cc2)sc2nc(-c3cnccn3)cc(-c3cccs3)c12
65	COc1ccc(-c2cnc3ccnn3c2-c2cc(OC)c(OC)c(OC)c2)cc1
66	COc1cc2cc(/C=C3\SC(=Nc4ccc(S(N)(=O)=O)cc4)NC3=O)c(Cl)nc2cc1OC
67	Cc1ccc([P+](Cc2ccccc2)(c2ccccc2)c2ccccc2)cc1
68	Cc1ccc(-c2csc(NC(=O)c3ccc(F)cc3)c2C(=O)O)cc1

assay / entry,61,62,63,64,65,66,67,68
MDA-MB-468,90.7,102.7,43.4,107.5,2.8*,93.6,-13.5*,65.7
T-47D,110.0,77.3,59.7,98.9,22.2,93.0,-3.4*,77.3
BT-549,101.9,102.8,78.7,117.3,66.7,99.9,-5.0*,96.8
LOX IMVI,100.8,95.8,·,98.8,42.5,101.7,16.8,·
K-562,99.0,97.8,30.4,108.6,5.4*,101.1,2.6*,43.5
MDA-MB-231,107.2,105.4,58.6,87.7,50.3,99.5,17.8,103.1
MCF7,102.8,101.5,46.5,82.4,25.4,88.4,9.6*,82.7
HS 578T,94.7,100.3,80.8,92.3,16.7,104.9,44.8,·

# Screens as filed in PubChem BioAssay.
